# Bioassay records (PubChem)
# DAX1 inh-1: DAX1 (NR0B1) inhibitors on StAR promoter, primary screen, cell-based, luminescence, SF-1 (NR5A1), full-length DAX-1; AID 652010, 2013; HEK293T StAR-luciferase reporter, SF-1/DAX-1 repression relief; inhibition, % at 6.8 µM; hit rate 1.1% among 370,000;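 active = inhibition above the mean over all tested compounds plus 3 SD, cut at about 3.6% in these data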;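 also: 0% = DAX-1 cells with DMSO and 100% = cells lacking DAX-1 with DMSO; higher inhibition means more luminescence from relief of DAX-1 repression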
# DAX1 inh-2: DAX1 (NR0B1) inhibitors, primary screen, cell-based, HEK293, Gal4-DAX1, luciferase luminescence | Nuclear receptor subfamily 0 group B member 1 (Homo sapiens), P51843 | HEK293 Gal4-DAX1 luciferase reporter | inhibition, % at 6.75 µM | hit rate 0.99% among 340,000 | AID 504766, 2011;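 active = inhibition above the mean over all tested compounds plus 3 SD, cut at about 4.2% in these data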;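 also: 0% = DAX1-transfected cells with DMSO and 100% = empty-vector control cells with DMSO; inhibition shows as a rise in luminescence from relieved DAX1 repression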
# SMARCA2 act: SMARCA2 (BRM) function activators, primary screen, cell-based, luminescence, high throughput; MG213 cells, MMTV-luciferase reporter, dexamethasone, overnight; activation, % at 9.1 µM; AID 652017, 2013; hit rate 1% among 370,000; in the data active = activation above about 7.8%;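 also: 0% = vehicle wells and 100% = reference activator wells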
# ssDAF12 agonist: S. stercoralis DAF-12 nuclear receptor activators, primary screen, cell-based, luminescence, HEK293, GRIP1 co-expression, lit1-tk-luc. activation, % at 6.8 µM. hit rate 1% among 370,000. Nuclear hormone receptor DAF-12 (Strongyloides stercoralis). HEK293 ssDAF-12/GRIP1 lit1-tk-luc reporter; % of 3 µM dafachronic acid response;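 active = activation above the mean over all tested compounds plus 3 SD, cut at about 0.9% in these data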;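 also: 0% = DMSO-only wells and 100% = 3 µM delta7-dafachronic acid wells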
# NR1D1 modulator: modulators of Rev-erb alpha DNA binding, primary screen, biochemical, FITC-DNA, fluorescence polarization, uHTS | Rev-erbα–FITC-DNA binding, 90 min | activity, % at 10 µM | hit rate 0.79% among 370,000 | AID 1259318, 2017;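 active = activity above about 14%, limit read from the data; passing the limit was not always enough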;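 also: 0% = DMSO wells with 35 nM protein and 100% = DMSO wells with 750 nM protein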
# Target sequence (P20393 whole entry, looked up): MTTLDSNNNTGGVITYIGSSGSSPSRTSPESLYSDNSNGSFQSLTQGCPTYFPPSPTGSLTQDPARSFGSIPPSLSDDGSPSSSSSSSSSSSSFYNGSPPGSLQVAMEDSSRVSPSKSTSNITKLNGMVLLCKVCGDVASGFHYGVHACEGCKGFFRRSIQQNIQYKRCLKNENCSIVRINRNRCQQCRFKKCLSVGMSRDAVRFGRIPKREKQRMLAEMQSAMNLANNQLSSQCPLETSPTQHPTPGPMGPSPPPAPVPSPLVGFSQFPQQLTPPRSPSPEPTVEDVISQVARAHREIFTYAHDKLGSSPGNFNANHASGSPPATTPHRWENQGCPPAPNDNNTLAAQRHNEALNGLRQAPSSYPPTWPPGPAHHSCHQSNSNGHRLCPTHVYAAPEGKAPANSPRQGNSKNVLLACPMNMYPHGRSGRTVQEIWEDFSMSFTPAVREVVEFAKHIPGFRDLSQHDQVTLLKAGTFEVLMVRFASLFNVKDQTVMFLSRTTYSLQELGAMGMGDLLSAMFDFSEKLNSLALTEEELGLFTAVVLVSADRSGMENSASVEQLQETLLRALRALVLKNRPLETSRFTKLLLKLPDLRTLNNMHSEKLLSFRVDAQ
# hcDAF-12 act: H. contortus DAF-12 nuclear receptor activators, primary screen, cell-based, luminescence, HEK293, lit1-tk-luc reporter. hit rate 1.4% among 370,000. activation, % at 6.8 µM. HEK293 hcDAF-12 lit1-tk-luc reporter; 0% DMSO, 100% Δ7-dafachronic acid;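 active = activation above the mean of all tested compounds plus 3 SD, cut at about 5.5% in these data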;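 also: 100% = response to 3 µM Δ7-dafachronic acid high control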
# MBD2 DNA inh: inhibitors of MBD2 binding to methylated DNA, primary screen, biochemical, TR-FRET, DNA-binding domain, human | Methyl-CpG-binding domain protein 2 (Homo sapiens), Q9UBB5 | MBD2 binding to methylated oligonucleotide | inhibition, % at 4.4 µM | hit rate 0.31% among 370,000 | AID 686964, 2013; in the data active = inhibition above about 13%
# Target sequence (Q9UBB5 whole entry, looked up, the tested form may be a part): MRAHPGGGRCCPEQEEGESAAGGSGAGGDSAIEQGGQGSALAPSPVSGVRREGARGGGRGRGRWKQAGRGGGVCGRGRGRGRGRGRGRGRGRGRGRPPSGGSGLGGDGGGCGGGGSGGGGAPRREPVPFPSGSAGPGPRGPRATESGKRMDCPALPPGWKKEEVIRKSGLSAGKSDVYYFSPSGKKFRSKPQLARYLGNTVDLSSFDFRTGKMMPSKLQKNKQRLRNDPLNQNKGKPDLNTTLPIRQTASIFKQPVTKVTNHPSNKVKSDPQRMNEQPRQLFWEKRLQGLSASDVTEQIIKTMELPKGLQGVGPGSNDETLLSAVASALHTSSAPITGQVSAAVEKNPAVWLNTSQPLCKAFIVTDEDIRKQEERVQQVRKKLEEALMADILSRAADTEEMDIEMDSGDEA
# hgDAF-12 ag: H. glycines DAF-12 receptor agonists, primary screen, cell-based, luminescence, HEK293, GAL4 fusion, UAS-luciferase | Nuclear hormone receptor DAF-12 (Heterodera glycines), GAL4 fusion | HEK293 GAL4-hgDAF12 UAS-luciferase reporter, agonist luminescence; normalized to butyrate control | activation, % at 6.8 µM | hit rate 1.8% among 370,000 | AID 687014, 2013;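 active = activation above a cutoff set at the mean of all screened compounds plus 3 SD, cut at about 10% in these data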;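 also: 0% = DMSO wells and 100% = sodium butyrate wells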
# PLC-beta3 inh: human PLC-beta3 inhibitors, primary screen, biochemical, fluorescence; 1-phosphatidylinositol 4,5-bisphosphate phosphodiesterase beta-3 (Homo sapiens), Q01970; Purified PLC-beta3, fluorogenic substrate; inhibition, % at 12.2 µM; hit rate 0.18% among 370,000; AID 720704, 2013; in the data active = inhibition above about 11%;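 also: 0% = median of compound wells on plate and 100% = full blocker control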
# ADAM17 inh: ADAM17 inhibitors, primary screen, biochemical, QFRET | Disintegrin and metalloproteinase domain-containing protein 17 (Homo sapiens), P78536 | recombinant ADAM17, EDANS/DABCYL FRET peptide cleavage | inhibition, % at 6.95 µM | hit rate 0.83% among 370,000 | AID 720648, 2013;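 active = inhibition above the mean of compounds lying between control limits plus 3 SD, set per campaign, cut at about 8.5% in these data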;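 also: 0% = DMSO-only wells as the low control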
# PLCg1 inh: PLC-gamma1 enzyme inhibitors, primary screen, biochemical, fluorescence, purified enzyme; fluorogenic substrate; 1-phosphatidylinositol 4,5-bisphosphate phosphodiesterase gamma-1 (Homo sapiens), P19174; AID 720700, 2013; hit rate 0.84% among 370,000; inhibition, % at 12.2 µM; in the data active = inhibition above about 9.5%
# Active calls of the source: *; i = inactive; . = no result given; & = joins results of further samples.
SMILES,DAX1 inh-1,DAX1 inh-2,SMARCA2 act,ssDAF12 agonist,NR1D1 modulator,hcDAF-12 act,MBD2 DNA inh,hgDAF-12 ag,PLC-beta3 inh,ADAM17 inh,PLCg1 inh
O=C1N(c2ccccc2)C[C@@H]2C[C@@H](c3cccc4c3OCO4)N3CCC[C@@]123,-0.6,0.5,-4,-0.9,7,-1.8,-2,-0.8,-2,4,0
CN(CC(=O)Nc1ccc(F)cc1)C(=O)C1CC(=O)N(Cc2ccccc2)C1 (centres undefined),0.9,0.0,5,-0.9,-3,1.0,-2,0.9,2,2,0
COc1ccc(S(=O)(=O)NNC(=O)C23CC4CC(CC(C4)C2)C3)cc1[N+](=O)[O-],-0.7,0.0,-2,-1.2,3,-0.5,-1,-3.8,-8,-1,-2
Cc1nc(N2CCN(Cc3ccc4c(c3)OCO4)CC2)c2cc(-c3ccccc3)sc2n1,-0.3,-2.0,-5,-1.8,-1,-1.4,-1,-4.3,-54,-22,-31
Cc1ccc(S(=O)(=O)/N=C(/Nc2c(C)cccc2C)c2ccccc2)cc1,0.0,-0.6,-1,-1.2,3,-1.1,3,-1.3,-6,-4,0
C[C@H](CO)N1C[C@H](C)[C@@H](CN(C)C(=O)Nc2ccc3c(c2)OCO3)Oc2ccc(NC(=O)Nc3ccc4c(c3)OCO4)cc2C1=O,0.0,0.4,-2,-1.0,3,0.4,3,0.9,-10,-5,-5
O=c1oc(CCCO)cc2ccc(C#Cc3ccsc3)cc12,0.2,2.0,4,-1.0,6,1.7,3,3.0,-70,-79,-51
CCOC(=O)N1CCC(NC(=O)C2CCCN(Cc3nc(-c4ccc(CC)cc4)oc3C)C2)CC1 (centres undefined),-1.4,-2.0,-7,-2.2,-2,-5.3,0,-6.7,-5,1,7
O=S(Cc1ccc(Cl)cc1)CC(O)COCc1ccc(Cl)cc1 (centres undefined),-0.5,1.2,-2,-0.9,-4,0.4,-3,-2.3,1,-1,1
COc1ccc(Cc2noc(-c3ccc([N+](=O)[O-])cc3)n2)cc1OC,0.4,0.6,-4,-1.4,0,-0.1,-1,-1.9,-9,-5,1
O=C(NC1CCCCC1)C1c2ccccc2OCC(=O)N1Cc1ccccn1 (centres undefined),0.2,.,-3,-0.8,0,-1.4,3,-0.7,-5,-7,-4
O=C1CC(N2CCN(c3ccc(F)cc3)CC2)C(=O)N1c1ccc(F)cc1 (centres undefined),-0.3,1.2,0,-0.5,1,-0.1,1,-1.2,-3,-2,0
COc1ccc(C(C)=O)c(Oc2cc(NN3CCCCC3)c([N+](=O)[O-])cc2[N+](=O)[O-])c1,0.1,1.1,1,-1.0,-4,0.4,-3,-2.3,-1,-3,0
CCCCOC(=O)C(C)Sc1n[nH]c(=O)[nH]c1=O (centres undefined),-0.5,-0.6,0,-1.4,-7,-0.8,-1,-1.7,1,-2,-1
COc1cccc(C2N(c3ccccc3)CCN2c2ccccc2)c1OC,-0.6,0.3,5,-1.3,3,-0.6,3,-1.1,2,-7,5
CC(NC(=O)COC(=O)c1ccc([N+](=O)[O-])s1)c1ccccc1 (centres undefined),-0.8,1.6,7,-1.0,-2,0.1,0,-1.6,4,2,4
CCC(OC(=O)c1cccs1)C(=O)NCc1ccc2c(c1)OCO2 (centres undefined),-0.1,1.8,0,-1.3,-5,0.6,-3,-0.5,2,5,2
Cc1ccc(CN=Cc2[nH]c3ccc(Br)c(Cl)c3c2O)cc1,0.1,0.3,-1,-0.6,3,3.9,-11,1.3,-5,0,-5
CCN1C(=O)C(CC(=O)Nc2ccc(C)cc2C)Nc2cc(S(=O)(=O)N(C)C)ccc21 (centres undefined),-0.4,-0.7,4,-2.1,4,-1.4,-7,-2.0,-18,-4,-3
Cc1cccn2c(=O)c(C=O)c(N3CCCCC3)nc12,-0.1,2.5,-2,-0.7,-2,-0.2,-2,-1.6,9,6,4
O=S(=O)(NCCc1ccccn1)c1cccs1,0.3,0.1,0,0.1,-4,2.1,1,4.1,-1,0,5
O=C(CSC1=Nc2ccccc2C2=NC(c3ccccc3)C(=O)N12)NC1CCCCC1 (centres undefined),-0.6,1.4,0,-1.1,8,0.7,0,-1.4,-2,-16,-3
CC(C)CNS(=O)(=O)c1cc(C(=O)OCC(=O)N2CCOCC2)c(Cl)cc1Cl,-0.1,0.3,-2,-0.4,-3,-1.5,4,-2.2,-1,0,2
CCc1noc(C)c1C(=O)N1CCCSC1=Nc1ccccc1OC,-0.9,-0.6,-1,-1.5,4,-1.0,0,3.4,-2,-3,1
O=C(NC1CCCCC1)c1ccc2c(c1)OCCO2,1.6,1.2,6,0.2,-3,4.9,-3,5.6,-3,-2,0
CSCCC(NC(=O)c1ccccc1)C(=O)NCCc1ccccc1 (centres undefined),-0.4,0.8,1,-1.2,-5,1.0,2,0.3,-4,0,0
COc1ccc(Cl)cc1NC(=O)CCCNC(=O)c1ccc(Cl)cc1,-0.3,0.6,0,-1.2,-1,1.7,2,0.0,-3,-1,4
Cc1ncc(CO)c(CO)c1O,0.3,0.2,5,-0.9,-6&1,-1.4,-4,2.6,-8,-17,-4
CC(C)(C)C(=O)Nc1ccc(C(=O)Nc2cccnc2)cc1,0.1,2.4,2,-0.5,6,2.1,1,3.8,0,-2,2
CN(Cc1ccccc1)C(=O)[C@@H]1CCCN1C(=O)[C@@H]1CCCN1C(=O)c1cccs1,0.8,.,0,-1.5,3,0.6,2,2.4,-3,-5,0
Cc1ccc(S(=O)(=O)N2CCC(C)CC2)cc1[N+](=O)[O-],-0.5,-1.9,0,-1.8,2,0.8,-3,0.1,-8,-3,0
CC(=O)OCC=C1CCC2C3CC(C)C4=CC(=O)CCC4(C)C3C(O)CC12C (centres undefined),-2.2,-2.0,-1,-1.5,7,-1.6,-4,-0.4,3,4,0
CCNC(=S)Nc1ccc2c(c1)c(=O)n(C)n2CC=C(C)C,0.1,.,-4,-0.2,-6,-1.5,1,-1.7,i,i,i
COc1ccc(C)cc1NC(=O)CN1CCN(C/C=C/c2ccccc2)CC1,-0.9,-0.8,-3,-1.5,0,-1.2,2,-3.0,0,-1,-1
O=C(CSc1ncnc2c1oc1ccccc12)NCc1ccc(F)cc1,-0.8,1.8,0,-1.4,395*,-0.1,-9,0.2,2,-1,-2
FC(F)(F)c1cnc(-n2cc[nH]c2=S)c(Cl)c1,-0.1,1.3,0,-0.7,1,-1.4,2,-0.6,-1,-7,0
CC(=O)N1c2ccccc2C(C)(C)C2CCC(C)CC21 (centres undefined),-0.3,0.6,-1,-1.4,3,-0.5,3,-0.7,-1,-2,-1
Cc1ccc(C(=O)NC(=S)NNC(=O)CCN2CCOCC2)cc1,0.5,0.7,-3,-0.6,10,0.4,-4,1.7,3,5,9.6*
COc1cccc(-c2nn(C)c3sc(C(=O)NCCCN(C)Cc4ccccc4)cc23)c1,0.7,-0.5,-1,-0.6,1,2.3,-1,-0.6,-268,-116,-164
CCC1=Nc2cc(C(=O)NCc3cccnc3)ccc2Sc2ccc(C)cc21,-1.6,-3.4,-3,-1.3,-1,-1.6,-2,0.5,-6,-2,0
Cc1cc(Cl)c(S(=O)(=O)N2CCN(c3ccc(F)cc3)CC2)cc1OCC(N)=O,-0.9,0.1,-4,-0.2,-2,0.2,4,-2.7,-4,-3,0
Cn1cnc(S(=O)(=O)NCc2ccccc2)c1,0.0,1.0,0,-1.1,-2,1.0,1,4.3,2,-2,-3
CC1CCN(CCCCOc2ccc(C(C)(C)C)cc2)CC1,0.4,-0.3,-3,-0.9,-1,-1.9,2,-1.8,-2,2,9
COc1ccccc1CCn1c(N)c(C#N)c2nc3ccccc3nc21,-1.0,0.1,-2,-1.2,-5,-2.8,-3,-4.3,i,i,i
CC(C)[C@H](NC(=O)OC(C)(C)C)c1nnc(SCC(=O)Nc2ccc(Br)cc2)o1,0.1,-0.3,-1,-1.4,4,-2.1,1,-1.1,1,-1,1
NS(=O)(=O)c1ccc(NN=C2CCCCC2)c([N+](=O)[O-])c1,-0.3,-1.4,7.8*,-1.8,11,-1.9,-10,-1.5,5,4,7
CC(C)(C)n1c(O)c2n(c1=O)Cc1ccccc1N=C2c1ccccc1,-1.5,.,-1,0.9,3,3.2,-6,1.2,-1,-3,0
CCOc1cc(N2CCOCC2)c(OCC)cc1NC(=O)COC(=O)c1ccccc1C,-0.3,-1.0,2,-1.0,-7,-0.9,4,-6.0,-4,-4,2
Cc1ccc(S(=O)(=O)CCC(=O)NCCc2ccccc2)cc1,-0.2,-0.6,-3,-0.7,1,-1.0,0,-1.4,1,-3,2
O=C(CN1CCN(S(=O)(=O)c2ccc(Cl)c(Cl)c2)CC1)N1CCCC1,0.1,0.7,-3,-1.0,-3,-1.0,0,0.1,-9,-5,2
N/C(=N\OC(=O)Cc1ccccc1)c1ccncc1,-0.8,2.1,0,-0.4,-4,-0.1,6,1.6,0,-3,-1
NC(=O)c1nsc(C(=O)N(Cc2cccnc2)C(C(=O)NCc2ccccc2)c2ccc(O)cc2)c1N (centres undefined),0.1,-0.5,-3,-0.5,5,0.8,-2,-0.8,-71,-50,-38
COc1ccc(-n2c3c(cc(C#N)c2=O)C(=O)CCC3)cc1,0.3,-0.1,2,-1.7,-1,-1.4,-1,-3.6,-9,-1,-4
CCN1CCN(S(=O)(=O)c2c(C)cc(C)cc2C)CC1,0.0,-1.0,1,-1.4,3,-0.7,-4,2.2,-3,-1,1
CC(=O)N/C(=N\c1nc(C)cc(C)n1)Nc1ccccc1Cl,0.2,-1.0,8.3*,-1.2,-1,1.2,1,-0.1,0,0,2
COc1ccc(CNC(=O)CCCn2ccc3cc(S(=O)(=O)N4CCCC4)ccc32)cc1,-6.4,-1.5,-2,-1.4,-4,-0.5,-3,-2.5,-2,0,1
